Source: PubChem
PLCg1 inh: PLC-gamma1 enzyme inhibitors, primary screen, biochemical, fluorescence, purified enzyme; 1-phosphatidylinositol 4,5-bisphosphate phosphodiesterase gamma-1 (Homo sapiens), P19174; fluorogenic substrate; inhibition, % at 12.2 µM; 370,000 tested, 0.84% active; AID 720700, 2013; in the data active = inhibition above about 9.5%
hcDAF12 agonist: H. contortus DAF-12 nuclear receptor activators, primary screen, cell-based, luminescence, HEK293, lit1-tk-luc reporter; HEK293 hcDAF-12 lit1-tk-luc reporter; 0% DMSO, 100% Δ7-dafachronic acid; activation, % at 6.8 µM; 370,000 tested, 1.4% active; AID 652067, 2013;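 active = activation above the mean of all tested compounds plus 3 SD, cut at about 5.5% in these data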;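 also: 100% = response to 3 µM Δ7-dafachronic acid high control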
ADAM17 inh: ADAM17 inhibitors, primary screen, biochemical, QFRET | AID 720648, 2013 | recombinant ADAM17, EDANS/DABCYL FRET peptide cleavage | inhibition, % at 6.95 µM | 370,000 tested, 0.83% active;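 active = inhibition above the mean of compounds lying between control limits plus 3 SD, set per campaign, cut at about 8.5% in these data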;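 also: 0% = DMSO-only wells as the low control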
ssDAF12 agonist: S. stercoralis DAF-12 nuclear receptor activators, primary screen, cell-based, luminescence, HEK293, GRIP1 co-expression, lit1-tk-luc. HEK293 ssDAF-12/GRIP1 lit1-tk-luc reporter; % of 3 µM dafachronic acid response. Nuclear hormone receptor DAF-12 (Strongyloides stercoralis). activation, % at 6.8 µM. 370,000 tested, 1% active;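 active = activation above the mean over all tested compounds plus 3 SD, cut at about 0.9% in these data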;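 also: 0% = DMSO-only wells and 100% = 3 µM delta7-dafachronic acid wells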
DAX1 inh-1: DAX1 (NR0B1) inhibitors, primary screen, cell-based, HEK293, Gal4-DAX1, luciferase luminescence. 340,000 tested, 0.99% active. HEK293 Gal4-DAX1 luciferase reporter. inhibition, % at 6.75 µM. Nuclear receptor subfamily 0 group B member 1 (Homo sapiens), P51843. AID 504766, 2011;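 active = inhibition above the mean over all tested compounds plus 3 SD, cut at about 4.2% in these data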;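 also: 0% = DAX1-transfected cells with DMSO and 100% = empty-vector control cells with DMSO; inhibition shows as a rise in luminescence from relieved DAX1 repression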
Target sequence (P51843 207-470 limits assumed): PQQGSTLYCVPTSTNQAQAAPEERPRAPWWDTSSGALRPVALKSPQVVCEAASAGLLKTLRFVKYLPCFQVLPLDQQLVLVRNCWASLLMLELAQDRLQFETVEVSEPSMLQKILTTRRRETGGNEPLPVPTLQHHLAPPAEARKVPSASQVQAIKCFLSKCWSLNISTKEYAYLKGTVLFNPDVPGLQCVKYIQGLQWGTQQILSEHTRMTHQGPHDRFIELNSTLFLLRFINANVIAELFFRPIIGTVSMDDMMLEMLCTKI
MBD2 inh: inhibitors of MBD2 binding to methylated DNA, primary screen, biochemical, TR-FRET, DNA-binding domain, human; AID 686964, 2013; Methyl-CpG-binding domain protein 2 (Homo sapiens), Q9UBB5; MBD2 binding to methylated oligonucleotide; 370,000 tested, 0.31% active; inhibition, % at 4.4 µM; in the data active = inhibition above about 13%
PLCb3 inh: human PLC-beta3 inhibitors, primary screen, biochemical, fluorescence | inhibition, % at 12.2 µM | AID 720704, 2013 | 1-phosphatidylinositol 4,5-bisphosphate phosphodiesterase beta-3 (Homo sapiens), Q01970 | Purified PLC-beta3, fluorogenic substrate | 370,000 tested, 0.18% active; in the data active = inhibition above about 11%;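 also: 0% = median of compound wells on plate and 100% = full blocker control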
DAX1 inh-2: DAX1 (NR0B1) inhibitors on StAR promoter, primary screen, cell-based, luminescence, SF-1 (NR5A1), full-length DAX-1; HEK293T StAR-luciferase reporter, SF-1/DAX-1 repression relief; inhibition, % at 6.8 µM; 370,000 tested, 1.1% active; AID 652010, 2013;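 active = inhibition above the mean over all tested compounds plus 3 SD, cut at about 3.6% in these data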;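 also: 0% = DAX-1 cells with DMSO and 100% = cells lacking DAX-1 with DMSO; higher inhibition means more luminescence from relief of DAX-1 repression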
SMARCA2 activ: SMARCA2 (BRM) function activators, primary screen, cell-based, luminescence, high throughput | 370,000 tested, 1% active | activation, % at 9.1 µM | AID 652017, 2013 | MG213 cells, MMTV-luciferase reporter, dexamethasone, overnight; in the data active = activation above about 7.8%;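 also: 0% = vehicle wells and 100% = reference activator wells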
NR1D1 modulator: modulators of Rev-erb alpha DNA binding, primary screen, biochemical, FITC-DNA, fluorescence polarization, uHTS; 370,000 tested, 0.79% active; Nuclear receptor subfamily 1 group D member 1 (Homo sapiens), P20393; activity, % at 10 µM; Rev-erbα–FITC-DNA binding, 90 min;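 active = activity above about 14%, limit read from the data; passing the limit was not always enough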;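 also: 0% = DMSO wells with 35 nM protein and 100% = DMSO wells with 750 nM protein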
Target sequence (P20393 whole entry, looked up): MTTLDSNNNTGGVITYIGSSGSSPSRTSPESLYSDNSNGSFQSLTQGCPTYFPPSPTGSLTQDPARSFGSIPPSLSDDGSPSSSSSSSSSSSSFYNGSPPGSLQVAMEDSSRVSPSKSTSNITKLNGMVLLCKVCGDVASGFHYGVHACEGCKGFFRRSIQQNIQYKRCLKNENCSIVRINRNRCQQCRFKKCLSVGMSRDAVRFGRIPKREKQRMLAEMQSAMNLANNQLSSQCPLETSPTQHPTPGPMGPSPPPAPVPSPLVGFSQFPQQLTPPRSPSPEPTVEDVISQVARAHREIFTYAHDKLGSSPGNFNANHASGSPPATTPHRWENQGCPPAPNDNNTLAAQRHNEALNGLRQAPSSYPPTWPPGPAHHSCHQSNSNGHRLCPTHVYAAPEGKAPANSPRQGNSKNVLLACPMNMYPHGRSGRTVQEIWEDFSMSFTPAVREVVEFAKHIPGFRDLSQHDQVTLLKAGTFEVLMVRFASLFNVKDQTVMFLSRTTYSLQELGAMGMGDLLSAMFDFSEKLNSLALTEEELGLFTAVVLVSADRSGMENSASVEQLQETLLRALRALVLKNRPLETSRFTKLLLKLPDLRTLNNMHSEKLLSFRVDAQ
hgDAF12 agonist: H. glycines DAF-12 receptor agonists, primary screen, cell-based, luminescence, HEK293, GAL4 fusion, UAS-luciferase | HEK293 GAL4-hgDAF12 UAS-luciferase reporter, agonist luminescence; normalized to butyrate control | 370,000 tested, 1.8% active | AID 687014, 2013 | activation, % at 6.8 µM | Nuclear hormone receptor DAF-12 (Heterodera glycines), GAL4 fusion;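 active = activation above a cutoff set at the mean of all screened compounds plus 3 SD, cut at about 10% in these data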;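 also: 0% = DMSO wells and 100% = sodium butyrate wells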
* marks the source's active call; other numbers are inactive results; . = not tested or not shown.

SMILES	PLCg1 inh	hcDAF12 agonist	ADAM17 inh	ssDAF12 agonist	DAX1 inh-1	MBD2 inh	PLCb3 inh	DAX1 inh-2	SMARCA2 activ	NR1D1 modulator	hgDAF12 agonist
Cn1nccc1NS(=O)(=O)c1ccc(NC(=O)C(F)(F)F)cc1	1	0.0	-5	-1.7	.	0	1	0.2	-3	4	1.9
Cc1nc(-c2cccc(NS(=O)(=O)c3ccccc3)c2)cs1	-1	-1.3	-1	-0.9	0.0	-2	-2	-0.3	2	-5	0.3
N=C1SCC(=O)N1c1ncc(Cc2cccc(Cl)c2)s1	2	1.2	-4	-1.8	0.8	10	-14	-0.9	5	2	1.0
Cc1onc(-c2ccccc2Cl)c1C(=O)NCc1ccccn1	6	-2.1	1	-1.2	-0.3	-6	4	0.1	1	0	1.7
CCOC(=O)c1cnc2nc(SCc3ccccc3Cl)[nH]n2c1=O	-17	1.9	-12	-1.1	.	-3	-35	-0.2	-4	0	-0.8
CCNC(=S)SCCOc1ccc(C)cc1	0	0.4	0	-0.2	1.6	-5	4	0.3	1	3	1.1
CCCN(CC1CC1)C(=O)COc1ccccc1C(=O)NCc1ccccc1	0	-1.3	-3	-1.6	-0.2	-2	2	-0.9	-3	6	-1.9
CC(C)c1ccc(C2NC(C(=O)O)CS2)cc1 (stereo unspecified)	0	1.0	-3	-0.8	0.4	2	0	-0.3	0	1	0.1
CN(CC(=O)NCC(=O)Nc1ccc(F)cc1)CC(=O)Nc1ccc(Cl)c(C(F)(F)F)c1	-1	-1.6	-1	-1.1	0.4	-2	-7	-0.1	-4	2	1.5
O=c1c2ccccc2ncn1Cc1ccccc1	-1	-1.2	0	-1.1	-0.9	-3	-4	0.3	-3	-6	-1.2
O=C(NCCCNc1ccc([N+](=O)[O-])cc1Cl)c1ccccc1F	6	-1.6	3	-1.4	1.3	-2	10	-0.7	0	1	1.5
Cc1cccc(NC(=S)NCCc2ccccc2)n1	0	-1.4	-2	-1.1	-0.6	-3	-2	-0.3	1	2	-0.7
Cc1nc(SCC#N)c2c3c(sc2n1)CCC3	0	-1.9	-2	-1.2	-0.4	-2	2	0.6	1	2	-2.2
CCNC(=O)C1CCCN(C(=O)c2cc(C)oc2C)CC1 (stereo unspecified)	5	0.6	1	-0.9	.	-1	5	0.4	-3	-3	2.9
COc1ccc(C)cc1S(=O)(=O)N1CCN(S(=O)(=O)c2cc(C)ccc2OC)C(C)C1 (stereo unspecified)	0	-0.2	-5	-1.3	-1.4	2	2	-0.7	-2	-5	-2.1
Cc1c(C2(O)CCCCC2)[nH]c2cc(C(F)(F)F)ccc12	0	0.7	7	-0.6	-0.5	-6	0	-0.8	0	-5	2.6
S=C1SCN(CCN2CCOCC2)CN1Cc1ccccc1	4	2.3	0	-1.0	-0.9	-3	2	-1.3	0	2	-1.1
CCCc1cc(-n2cnc3ccccc32)n2c(nc3ccccc32)c1C#N	-53	-2.1	-5	-0.8	0.6	0	-69	-0.5	-1	3	-0.1
Cc1cc(C)cc(NC(=O)NNC(=O)c2cc3occc3[nH]2)c1	-21	-0.4	-5	-1.4	0.6	0	-40	-0.2	-1	4	-3.5
O=C(O)CCN=Cc1c(O)c2ccccc2oc1=O	1	-0.8	-4	-1.2	-1.0	-3	3	1.1	0	0	1.1
CCN(N=Nc1cccc([N+](=O)[O-])c1)c1cccc([N+](=O)[O-])c1	2	-1.9	0	-1.0	-0.9	0	4	-0.8	3	8	2.2
O=C(Nc1ccc(NC(=O)c2ccccc2Cl)c(Cl)c1)c1ccccn1	-2	-0.6	-24	-1.1	.	5	-2	.	.	2	6.2
S=C(NN=C1CCN(Cc2ccccc2)CC1)NC1CCCCC1	-2	-0.5	-3	-1.6	-0.6	2	-9	0.0	0	-7	1.3
COc1ccc(NC(=O)CSc2[nH]c(=O)cc(C)c2C#N)cc1OC	-8	0.2	-5	-0.1	0.5	-9	-7	-0.8	8	-1	5.0
Cc1ccc(C2=CC(C)(c3ccc(C)cc3)Nc3nc(C(F)(F)F)nn32)cc1 (stereo unspecified)	0	0.9	3	-1.5	1.3	-3	-1	-0.4	0	4	-0.2
O=C(NCc1ccccc1)c1onc(CSc2ccc(Cl)cc2)c1C(=O)NCC1CC1	-5	-0.8	1	-1.2	0.6	-2	-4	-0.3	0	3	2.6
O=C(NCCc1ccccc1)C(=O)NCC1OCCCN1S(=O)(=O)c1cc(F)ccc1F (stereo unspecified)	-3	-1.7	-3	-0.9	0.2	-4	-9	1.1	-1	-3	2.2
Cc1cccc(Oc2ncnc(N)c2[N+](=O)[O-])c1C	7	-0.9	7	-1.8	-0.9	-2	6	0.4	0	-5	-0.3
CCOC(=O)C1=C(CSc2nc(-c3ccncc3)ccc2C#N)OC(N)=C(C#N)C1c1ccc(OC)cc1 (stereo unspecified)	-418	-0.4	-17	-1.6	-0.1	1	-479	1.9	-3	1	-1.5
N#CC1=C(N)Oc2c(oc(CO)cc2=O)C12C(=O)Nc1ccc(Cl)cc12 (stereo unspecified)	7	2.1	6	-0.1	0.7	-1	1	0.1	-5	1	0.6
COc1ccccc1C(CNC(=O)CNC(=O)c1ccccc1Cl)N1CCCC1 (stereo unspecified)	-4	1.7	0	-1.1	0.5	4	-7	0.3	-3	2	1.8
c1ccc(CN2CCN(c3nc(-c4ccccc4)nc4ccccc34)CC2)cc1	-5	1.1	-2	-1.0	-0.5	7	-5	0.1	-3	-4	1.3
CCNC(=S)N(Cc1ccccc1)Cc1nc2ccccc2c(=O)[nH]1	-27	2.2	-64	-1.0	-0.3	5	-29	-0.4	0	3	0.9
CC(C)(C)c1nc(NCCO)c2nnn(Cc3ccccc3)c2n1	1	-1.8	2	-1.3	0.0	6	-13	-1.1	-1	5	-2.8
O=C(Nc1ccc(Cl)c(Cl)c1)N1CC=CCC1	-1	3.7	-1	-0.8	1.3	3	1	1.0	4	-2	8.0
Cc1sc2nc(CSCC(=O)Nc3ccc(C(=O)N(C)C)cc3)[nH]c(=O)c2c1C	-80	-1.0	-25	-0.9	1.7	-1	-108	-0.5	-1	-5	-1.4
Cc1ccccc1N1CCN(C(=O)c2ccccc2NC(=O)/C=C\C(=O)O)CC1	-6	-0.2	-5	-1.5	-0.5	1	-8	-0.3	0	2	2.9
NC(=O)c1ccccc1NC(=O)C(c1ccccc1)c1ccccc1	-4	-2.6	-2	-1.8	-2.3	-3	-8	-0.3	-1	0	-0.1
CC(C)Sc1nc(N2CCCC2)c2c(c1C#N)CC(C)(C)OC2	-3	-1.3	0	-1.2	1.1	9	-3	-1.1	-1	1	-1.1
Nc1ccccc1SC/C=C/CSc1ccccc1N	1	4.8	0	-0.7	1.1	6	0	0.7	2	0	3.2
C[C@H](NC(=O)Nc1ccccc1F)C(=O)O	2	-0.7	-1	-0.3	0.2	2	-2	0.2	-1	4	-1.4
NS(=O)(=O)c1ccc(CCNc2ccn3nc(-c4ccccc4)cc3n2)cc1	-72	0.3	-33	-0.8	.	-2	-95	-3.3	2	0	6.1
COc1ccc(C(C)=O)cc1COC(=O)c1cc2ccccc2cc1O	-8	-2.5	0	-1.0	-0.2	-6	-15	-0.1	-3	13	1.5
CC(C)CSc1nc2ccccc2n1CC(=O)O	2	-1.0	-1	-1.3	0.2	-3	3	-0.1	-2	3	-1.8
CCc1n[nH]c2c1/C(=N\O)CC(C)(C)C2	-1	-0.2	-7	-0.2	0.7	7	-3	0.1	0	8	0.5
CCOC(=O)/C(C#N)=C1/C=CN(c2ccccc2)C=N1	11*	2.7	6	-0.7	1.0	-1	6	0.7	1	-2	3.4
CCCCCn1c(=O)c(C(=O)OCC)c(Cl)c2ccccc21	-32	-1.1	-19	-1.2	-1.9	4	-18	-0.2	-2	-7	-0.9
Cc1ccc(C)c(NC(=O)CCC(=O)N/N=C/c2ccc[nH]2)c1	-5	-1.6	-4	-1.4	0.5	-3	-4	-0.3	-2	2	-0.9
COc1ccc(O)c(C(=O)c2cnn(-c3ccccn3)c2)c1	-2	1.4	1	-1.4	0.5	1	-7	0.9	3	-3	2.2
CCOC(=O)C1=C(C)N(C)C(=O)NC1c1c(OC)ccc2ccccc12 (stereo unspecified)	1	2.6	-2	-0.3	-2.1	4	-5	0.1	1	2	0.2
O=[N+]([O-])c1cccc(COc2ccccc2CN2CCOCC2)c1	0	-1.8	-3	-1.9	-2.5	-4	0	-3.7	-2	3	-3.1
CN(C)CC1CCCCC1OC(=O)c1ccc(Cl)cc1Cl (stereo unspecified)	1	-0.2	0	-1.0	-0.1	-3	0	-0.4	0	0	1.4
Cn1cc(P(=S)(N2CCOCC2)N2CCOCC2)cc1P(=S)(N1CCOCC1)N1CCOCC1	5	-0.8	-1	-0.9	0.6	-3	0	-0.3	-4	2	-1.6
Cc1ccc(N(CC(=O)NCc2ccc3c(c2)OCO3)S(=O)(=O)c2c(C)noc2C)cc1	5	0.8	-1	-1.3	-0.1	-1	4	0.2	0	2	1.1
COc1ccccc1-c1nc(-c2ccc(C)nc2OC)no1	-1	2.8	-3	-0.6	0.3	3	-1	2.2	4	-4	5.4
CSc1ccc(S(=O)(=O)N2CCC(C(=O)Nc3ccc(C(N)=O)cc3)CC2)cc1	-1	-1.1	-5	-1.1	-0.3	-6	-8	0.1	-2	0	-1.2
CC1(C)Cc2nc3sc4c(N(CCO)CCO)nnnc4c3cc2CO1	-107	0.8	-87	-0.9	-0.8	-1	-171	-0.1	6	-4	0.5
O=C(CN1CCCCC1)Nc1nc(-c2ccc(F)c(F)c2)cs1	4	0.1	3	-0.9	-0.5	4	-6	-0.1	4	10	2.5
